# Compound activity as filed in PubChem BioAssay.
# CaV13 ICDI inh = Primary screen for inhibitors of IQ motif and Ca2+-dependent inactivation inhibitor domain binding in CACNA1D, Förster resonance energy transfer in living cells, … | HEK cells, CFP/YFP FRET ICDI-IQ, plate reader, 10 min; percent FRET-ratio fall versus neutral wells | inhibition, % at 12.3 µM | 340,000 compounds, 0.098% hits | AID 743397;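 active = mean replicate inhibition of at least 30% and at least 1% of replicates passing that level; inconclusive = only one of the two criteria is met; inactive = neither criterion is met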;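 also: 0% = median of the neutral control wells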
# ABCB6 inh 2 = blocks the human ABCB6 transporter. Q9NP58. K562-ABCB6 porphyrin accumulation, flow cytometry, 1 h; stronger effect = lower value. fluorescence ratio to DMSO, % at 10 µM. 360,000 compounds, 0.19% hits;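 active = fluorescence ratio to DMSO below 75%, the collection mean minus 3 SD; inconclusive = too few cells collected in the well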;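 also: signal is porphyrin accumulated inside mitochondria; 100% equals median channel fluorescence of DMSO control wells; lower ratio means ABCB6 inhibition with less porphyrin fluorescence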
# Target sequence (Q9NP58 whole entry, looked up): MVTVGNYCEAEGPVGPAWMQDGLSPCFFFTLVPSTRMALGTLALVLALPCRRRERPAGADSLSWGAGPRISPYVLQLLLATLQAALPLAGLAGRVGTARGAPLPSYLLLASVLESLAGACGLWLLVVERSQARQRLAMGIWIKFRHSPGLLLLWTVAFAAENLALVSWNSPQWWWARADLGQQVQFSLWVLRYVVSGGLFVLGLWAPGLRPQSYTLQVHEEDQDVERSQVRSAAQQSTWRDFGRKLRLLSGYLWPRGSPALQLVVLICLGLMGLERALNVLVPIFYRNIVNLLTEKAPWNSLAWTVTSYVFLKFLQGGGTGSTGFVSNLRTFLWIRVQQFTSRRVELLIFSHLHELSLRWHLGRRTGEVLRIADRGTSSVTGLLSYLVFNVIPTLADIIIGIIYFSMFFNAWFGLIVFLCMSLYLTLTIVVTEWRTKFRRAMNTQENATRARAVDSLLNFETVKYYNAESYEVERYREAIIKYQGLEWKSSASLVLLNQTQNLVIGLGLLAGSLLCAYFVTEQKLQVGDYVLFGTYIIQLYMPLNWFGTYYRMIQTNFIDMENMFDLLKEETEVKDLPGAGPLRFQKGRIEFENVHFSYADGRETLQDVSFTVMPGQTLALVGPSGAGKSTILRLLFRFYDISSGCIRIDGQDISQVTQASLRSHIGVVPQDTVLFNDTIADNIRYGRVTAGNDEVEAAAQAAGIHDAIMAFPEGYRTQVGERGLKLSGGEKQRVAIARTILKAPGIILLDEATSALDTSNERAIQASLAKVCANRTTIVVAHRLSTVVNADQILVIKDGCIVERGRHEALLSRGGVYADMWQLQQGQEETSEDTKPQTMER
# PDI turbidity = blocks human protein disulfide isomerase activity | inhibition, % at 10 µM | AID 588391 | PDI insulin aggregation turbidity, A650, 90 min | 350,000 compounds, 0.052% hits;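 active = mean inhibition across replicates of 30% or more, whatever share of single replicates reach that level; inconclusive = mean inhibition below 30% while every single replicate reaches 30%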;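 also: absorbance from insulin aggregation driven by PDI reduction with DTT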
# m5-HT2A agonist = agonists of mouse serotonin 5-HT2A receptor (HTR2A) | CHO-K1 mHTR2A beta-arrestin complementation, luminescence; percent of 30 µM serotonin response | activation, % at 7.6 µM | 360,000 compounds, 0.66% hits | AID 624169;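 active = activation above a run cutoff, the mean activation of all tested compounds plus 3 SD, cut at about 14% in these data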;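 also: 0% = plate median of compound wells and 100% = 30 µM serotonin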
# aDG glyco act = alpha-DG glycosylation activation; 360,000 compounds, 0.22% hits; AID 624168; activation, % at 10 µM; Pro5-aDG cells, alpha-DG glycosylation AlphaScreen (IIH6); 0% Pro5, 100% B10-LARGE cell signal;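 active = activation of at least 8% versus controls, or a plate z-score of at least 8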;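 also: Pro5 are CHO cells carrying HIG-tagged alpha-DG that lacks glycosylation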
# Vif imaging = HIV Vif inhibition. 340,000 compounds, 0.35% hits. AID 602346. inhibition, % at 7.49 µM. HEK293T cells, Vif self-association by quenched fluorescence, imaging, 24 h; in the data active = inhibition above about 50%, passing the limit was not always enough; inconclusive = no clear call, values can overlap the other calls; inactive = below about 31%; also: some results filed as inactive read as strong as hits
# hiPSC survival = hiPSC single-cell survival enhancement; ATPlite luminescence; 100% = ROCK inhibitor wells, 0% = DMSO; survival enhancement, % at 20 µM; 360,000 compounds, 0.044% hits; in the data active = survival enhancement above about 18%;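 also: cells exposed to compounds for 16 hours before the ATP read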
# Cardio protect = modulators protecting cardiomyocytes from myocardial damage | H9c2 cardiomyocytes, H2O2 injury protection, ATPLite, 2 h | protection from H2O2 cell death, % at 20 µM | 360,000 compounds, 0.63% hits | AID 588492;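 active = compounds giving at least 50% protection of heart cells from peroxide-induced death in the single-dose screen, raw or plate-pattern-corrected value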;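 also: 0% = DMSO wells with peroxide and 100% = DMSO wells without peroxide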
# Exocytosis inh = lytic granule exocytosis inhibition | AID 651702 | 360,000 compounds, 0.66% hits | inhibition, % at 10 µM | TALL-104 LAMP-1 surface exposure, flow cytometry; cells stimulated with thapsigargin and PMA;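 active = inhibition above about 55%, limit read from the data; inconclusive = no clear call, values can overlap the other calls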
# N-glyco inh = N-linked glycosylation inhibition. D54 ERlucT glycosylation luciferase reporter, 24 h; percent of 100 nM tunicamycin response. reporter increase, % at 12.5 µM. 360,000 compounds, 0.23% hits. AID 588692;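 active = mean luciferase reporter signal, scaled so untreated is 0 and the glycosylation-blocking control 100, at or above a set limit in every replicate; inconclusive = mean reaches the limit but not every replicate does; inactive = mean below the limit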;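 also: luciferase carries N-glycosylation sites so blocking glycosylation raises the light; 0% = median of neutral control wells and 100% = median of 100 nM tunicamycin wells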
# Active calls of the source: *; u = inconclusive; x = no result given.
[1] COc1ccc(/C=C2\CC/C(=C\c3ccc(OC)c(OC)c3)C2=O)cc1OC
[2] CCOC(=O)c1cc(C#N)c(SCC(=O)OC)[nH]c1=O
[3] N#Cc1ccc(CSc2nc(N)cc(=O)[nH]2)cc1
[4] Cc1ccc(-n2sc3ccccc3c2=O)cc1S(=O)(=O)N1CCCCC1
[5] Cc1ccc(S(=O)(=O)c2nc(-c3ccccc3)oc2N2CCCC2)cc1
[6] COc1cccc(S(=O)(=O)N2CCN(Cc3ccc4c(c3)OCO4)CC2)c1
[7] c1ccc(C(c2ccccc2)c2ccn[nH]2)cc1
[8] COc1ccc(Cn2c(-c3ccc(OC)cc3)nc3ccccc32)cc1
[9] COc1cc(NC(=S)NC(=O)c2ccccc2F)ccc1NC(=O)c1cccs1
[10] COC(=O)C1=NNC(C(=O)c2ccco2)C1c1ccc(OC)cc1 (centres undefined)
Compound,1,2,3,4,5,6,7,8,9,10
CaV13 ICDI inh,-3,-1,-3,-5,-4,-3,-3,-9,-15,-2
ABCB6 inh 2,92,98,98,96,102,89,93,101,101,98
PDI turbidity,-14,1,-3,0,-16,1,3,2,3,6
m5-HT2A agonist,-5,6,-1,17*,0,2,-4,0,4,1
aDG glyco act,0.1,0.1,-0.1,-0.6,0.0,0.1,-0.1,-0.1,0.2,0.3
Vif imaging,-3,-1,0,-16,11,-3,-12,-2,-16,52*
hiPSC survival,-2.1,0.5,-0.5,-4.6,-3.1,-0.4,-0.7,-0.1,-0.6,-0.6
Cardio protect,-8,-14,2,-22,13,-4,-4,10,-6,0
Exocytosis inh,1,2,3,-4,-5,1,-12,-2,-1,8
N-glyco inh,u,2,-2,0,1,0,-2,-2,1,0

# From entry 8 as far as 10, as listed above:
[8] COc1ccc(Cn2c(-c3ccc(OC)cc3)nc3ccccc32)cc1
[9] COc1cc(NC(=S)NC(=O)c2ccccc2F)ccc1NC(=O)c1cccs1
[10] COC(=O)C1=NNC(C(=O)c2ccco2)C1c1ccc(OC)cc1 (centres undefined)
Compound,8,9,10
CaV13 ICDI inh,-9,-15,-2
ABCB6 inh 2,101,101,98
PDI turbidity,2,3,6
m5-HT2A agonist,0,4,1
aDG glyco act,-0.1,0.2,0.3
Vif imaging,-2,-16,52*
hiPSC survival,-0.1,-0.6,-0.6
Cardio protect,10,-6,0
Exocytosis inh,-2,-1,8
N-glyco inh,-2,1,0

# Next part
[11] COCC(=O)Nc1sc2c(c1C(=O)OC)CCCC2
[12] COc1cc2c(cc1NC(=O)CCCN1C(=O)CCC1=O)oc1ccccc12
[13] Cc1ccc(S(=O)(=O)c2nc(S(=O)(=O)c3ccc(C)cc3)c(NCc3ccco3)s2)cc1
[14] CCOc1ncccc1C(=O)Nc1ccccc1N1CCOCC1
[15] CCCCn1c(N)c(S(=O)(=O)c2ccc(C)cc2)c2nc3ccccc3nc21
[16] CCn1nc(C(=O)N2CCN(Cc3ccc4c(c3)OCO4)CC2)c2ccccc2c1=O
[17] C=CCc1cccc(CNc2ccc(S(=O)(=O)Nc3nccnc3OC)cc2)c1O
[18] COc1ccccc1C(=O)Nc1ccnn1C1CCN(C(=O)C(C)(C)C)CC1
[19] CN(C(=O)C1CCCC1)C1CCS(=O)(=O)C1 (centres undefined)
[20] CCOc1ccc(NC(=S)NC(=O)c2ccco2)cc1
Compound,11,12,13,14,15,16,17,18,19,20
CaV13 ICDI inh,-5,-6,-6,-11,-5,-4,-7,-7,-5,-22
ABCB6 inh 2,95,108,96,98,106,96,97,101,71*,100
PDI turbidity,5,-3,-9,5,-2,-7,2,4,7,10
m5-HT2A agonist,2,-3,-6,1,1,-4,0,2,12,-1
aDG glyco act,-0.1,-0.1,0.0,0.2,0.1,0.1,-0.2,-0.1,-0.1,-0.1
Vif imaging,0,5,-5,-2,-19,22,18,0,7,-4
hiPSC survival,-1.6,1.7,7.4,-2.3,0.2,-1.6,2.1,-0.4,-0.2,0.0
Cardio protect,-2,19,-5,-1,-4,-1,-3,1,-1,-8
Exocytosis inh,-7,-1,0,3,13,1,-12,-1,0,-2
N-glyco inh,1,0,-2,3,0,4,-2,2,3,0

[21] CC(=O)OC1c2c(ccc3ccc(=O)oc23)OC(C)(C)C1OC(=O)CC(C)C (centres undefined)
[22] CC(C)N1CCN(C(=O)C2CCC(=O)N(CCc3cccc(F)c3)C2)CC1 (centres undefined)
[23] CCCCN(C(=O)c1ccc([N+](=O)[O-])o1)c1c(N)n(CCCC)c(=O)[nH]c1=O
[24] COc1ccccc1CNC(=O)c1ccc(NC2=NC3CS(=O)(=O)CC3S2)cc1 (centres undefined)
[25] COc1ccc2ccc(O)c(CN3CCN(S(=O)(=O)c4cc([N+](=O)[O-])ccc4C)CC3)c2c1
[26] CC(=O)Nc1ccc(-n2nnnc2SCC(=O)NCc2cccs2)cc1
[27] CCN(CC(=O)Nc1ccc(NC(C)=O)cc1)C(=O)C1CCCN(C(=O)c2ccc(Cl)cc2)C1 (centres undefined)
[28] COc1ccc(NC(=O)CSc2nnc(-c3cccnc3)s2)cc1
[29] CC(=O)N1CCC(O)(c2ccc3c(c2)OCO3)CC1
[30] O=C(CCCN1CCC(c2ccccc2)C1)c1ccc2c(c1)OCCO2 (centres undefined)
Compound,21,22,23,24,25,26,27,28,29,30
CaV13 ICDI inh,-4,-4,-6,-15,-2,-6,-6,-4,5,x
ABCB6 inh 2,100,98,105,100,101,95,102,97,107,97
PDI turbidity,2,0,-6,-2,-20,-6,-12,6,6,1
m5-HT2A agonist,3,-4,4,6,1,0,4,3,-3,-2
aDG glyco act,0.2,0.1,0.1,-0.3,0.7,0.1,0.1,0.0,0.0,0.1
Vif imaging,-3,x,-2,23,15,-1,-1,-9,-2,18
hiPSC survival,9.7,-0.4,-0.3,0.2,0.1,1.2,1.7,0.4,0.9,3.7
Cardio protect,-2,6,8,-5,-2,3,-5,-3,2,4
Exocytosis inh,0,0,-4,6,-2,1,0,-8,-22,7
N-glyco inh,-4,6,1,2,-3,1,1,-1,1,-2

[31] CCOC(CNC(=O)CCc1c(C)nc2nc(C)nn2c1C)OCC
[32] CC1(C)CC(=O)C(CC(=O)NC(=O)NCc2ccccc2)=C(O)C1
[33] Cc1[nH]c(=O)[nH]c(=O)c1S(=O)(=O)N1c2ccc(F)cc2CCC1C (centres undefined)
[34] CCCN(CCC)S(=O)(=O)c1ccc(C(=O)Nc2nc(-c3ccccc3)c(C(=O)OCC)s2)cc1
[35] COCCn1c(SCC(=O)N2CCC(C)CC2)nc2c(c1=O)SCC2
[36] S=C(NCc1ccco1)NC1CCCc2ccccc21 (centres undefined)
[37] COc1ccc(NC(=O)CC2C(=O)N(c3cccc(OC)c3)C(=O)N2Cc2ccco2)cc1 (centres undefined)
[38] CCN(c1ccccc1)S(=O)(=O)c1ccc(C(=O)Nc2cccc(C)n2)cc1
[39] O=C(O)c1cn(Cc2ccccc2)nc1-c1cccnc1
[40] CC(C)Cn1cc(C(=O)NCCCN2CCC(C)CC2)c2c3ccccc3n(C)c2c1=O
Compound,31,32,33,34,35,36,37,38,39,40
CaV13 ICDI inh,-4,-4,-8,-4,-8,10,-3,-6,-7,-4
ABCB6 inh 2,88,93,106,102,102,104,99,98,101,100
PDI turbidity,0,-5,11,-5,-4,-7,x,0,-6,0
m5-HT2A agonist,13,6,-1,-1,9,1,-1,7,2,-2
aDG glyco act,0.0,-0.3,0.0,0.7,-0.1,0.1,-0.2,0.2,0.0,0.4
Vif imaging,3,14,-13,x,12,3,5,-21,-3,x
hiPSC survival,-0.2,-1.0,-3.3,4.0,0.6,-0.8,-3.3,-0.4,0.8,0.4
Cardio protect,1,4,5,-23,11,-4,9,-4,4,-3
Exocytosis inh,0,1,4,0,-3,-5,0,2,-1,6
N-glyco inh,-1,5,-1,-5,0,-1,2,-5,2,-5

# 7 of the compounds above, with tabs:
no.	mol	CaV13 ICDI inh	ABCB6 inh 2	PDI turbidity	m5-HT2A agonist	aDG glyco act	Vif imaging	hiPSC survival	Cardio protect	Exocytosis inh	N-glyco inh
32	CC1(C)CC(=O)C(CC(=O)NC(=O)NCc2ccccc2)=C(O)C1	-4	93	-5	6	-0.3	14	-1.0	4	1	5
25	COc1ccc2ccc(O)c(CN3CCN(S(=O)(=O)c4cc([N+](=O)[O-])ccc4C)CC3)c2c1	-2	101	-20	1	0.7	15	0.1	-2	-2	-3
6	COc1cccc(S(=O)(=O)N2CCN(Cc3ccc4c(c3)OCO4)CC2)c1	-3	89	1	2	0.1	-3	-0.4	-4	1	0
36	S=C(NCc1ccco1)NC1CCCc2ccccc21 (centres undefined)	10	104	-7	1	0.1	3	-0.8	-4	-5	-1
9	COc1cc(NC(=S)NC(=O)c2ccccc2F)ccc1NC(=O)c1cccs1	-15	101	3	4	0.2	-16	-0.6	-6	-1	1
13	Cc1ccc(S(=O)(=O)c2nc(S(=O)(=O)c3ccc(C)cc3)c(NCc3ccco3)s2)cc1	-6	96	-9	-6	0.0	-5	7.4	-5	0	-2
39	O=C(O)c1cn(Cc2ccccc2)nc1-c1cccnc1	-7	101	-6	2	0.0	-3	0.8	4	-1	2

# Additional structures.
[41] O=C1/C(=C/c2cccc(F)c2)CSc2sccc21
[42] CCN(c1ccccc1C)S(=O)(=O)c1cc2c3c(c1)CCN3C(=O)CC2
[43] CCc1ccc(C(=O)NC(=S)Nc2ccc3c(c2)OCCO3)cc1
[44] O/N=C1\CCC\C1=C/c1ccco1
[45] CN1CCN(c2ccc(S(=O)(=O)Nc3ccccc3)cc2[N+](=O)[O-])CC1
[46] CC1(c2nnc(Cc3ccccc3)o2)CC(c2cccc([N+](=O)[O-])c2)=NO1 (centres undefined)
[47] COc1ccc(NC(=O)CN(C)C(=O)CNC(=O)c2ccc3ccccc3c2)cc1
Compound,41,42,43,44,45,46,47
CaV13 ICDI inh,-2,-6,-14,-8,-15,-12,-6
ABCB6 inh 2,104,95,100,94,92,94,98
PDI turbidity,10,0,0,15,3,-1,-3
m5-HT2A agonist,-2,3,0,-1,-4,5,8
aDG glyco act,0.2,-0.2,-0.2,0.0,0.7,-0.1,0.1
Vif imaging,10,-1,-5,x,-5,x,-4
hiPSC survival,-0.1,-0.2,-0.6,1.7,-0.6,-2.0,-0.3
Cardio protect,-4,2,-10,2,-8,-8,0
Exocytosis inh,-1,-2,5,10,8,34,1
N-glyco inh,-1,-3,-12,1,-2,2,-1
